# Assay outcomes (PubChem)
# DENV2 CPE rescue: inhibitors of DENV2 cytopathic effect, primary screen, cell-based, plate reader, single concentration | DENV2-infected cells, cytopathic effect rescue | CPE inhibition, % at 9.99 µM | 350,000 compounds, 1.7% hits | AID 651640, 2012; in the data active means CPE inhibition above about 20%, passing the limit was not always enough; inconclusive means no clear call, values can overlap the other calls; tested in BHK-21 cells;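 further: 0% = median of neutral control wells and 100% = median of positive control wells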
# GSIS activator: GLuc luminescence reporter in INS-1E cells, primary screen for activators of glucose-dependent secretion of insulin; INS-1E GLuc reporter insulin secretion, 2-3 h; activation, % at 16.6 µM; 370,000 compounds, 0.61% hits; AID 743287, 2014;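 active means lowest replicate activation of at least 40%, so every replicate reaches that level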;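 further: 0% = median of neutral control wells and 100% = median of IBMX positive control wells; some compounds called inactive have numbers as strong as hits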
# FN deposition inh: inhibitors of fibronectin matrix deposition, primary screen, AH1F cells, Alexa488-fibronectin fluorescence, plate reader | AH1F fibroblasts, overnight | inhibition, % at 12.6 µM | 350,000 compounds, 0.086% hits | AID 743247, 2014;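 active means mean inhibition across replicates of 30% or more, regardless of how many single replicates reach that level; inconclusive means mean under 30% yet at least half of replicates reach 30%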;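 further: positive control wells lacked labelled fibronectin entirely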
#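 Material: AH1F fibroblast monolayer depositing Alexa488-labelled fibronectin into matrix | Input: 10000 AH1F cells/well | Medium: DMEM plus 2% serum, read in PBS | Reagent: Alexa488-fibronectin, 24 nM final in well | Compound dosing: One dose per compound, pinned | Schedule: 1 h adhesion, overnight exposure | Measured by: Fluorescence at 485 nm excitation, 525 nm emission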
# F508del corr: F508del CFTR correction, initial screen, CFBE line, single point. CFBE cells, YFP halide quenching; stimulated with forskolin plus potentiator P3; % fluorescence drop versus neutral controls. activity (quench increase), % at 7.58 µM. 350,000 compounds, 0.36% hits;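 active means mean added fluorescence quench of at least 8% versus neutral control, with both replicates also reaching 8%; inconclusive means only one of the mean or replicate conditions met; inactive means mean below 8% and not both replicates reaching 8%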;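 further: cells transiently co-express mutant CFTR-F508del with the halide-sensitive YFP; corrector assay measuring rescue of mutant channel to the surface after 24 h compound exposure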
# miR-122 sensor: miR-122 Renilla sensor signal increase in Huh7, primary screen, miR-122 inhibitor project, cell-based, single point, plate reader | activation (reporter increase), % at 12.5 µM | Huh7 miR-122 Renilla luciferase sensor, 48 h; neutral wells = 0, positive control = 100 | 340,000 compounds, 0.3% hits | AID 602342, 2012;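 active means mean replicate activation score at least 90 and every replicate individually at or above 90; inconclusive means only one of the two criteria met; inactive means neither criterion met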;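 further: higher luciferase means less miR-122 activity so hits act as miR-122 inhibitors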
# PAX8 reporter: inhibitors of PAX8-driven TPO luciferase reporter, primary screen, RMG-I cells, single concentration. SteadyGlo, 24 h. inhibition, % at 12.6 µM. 360,000 compounds, 1.2% hits. AID 652154, 2013;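 active means mean replicate inhibition at least 60% with every replicate also reaching 60%; inconclusive means only one of the two criteria is met; inactive means mean below 60% and not all replicates reaching 60%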;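 further: luciferase light reporting Pax8 driven TPO promoter activity; plate controls were median of neutral control wells for no effect and mitoxantrone controls for full effect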
# EWS-Fli inh: EWS/Fli-driven NR0B1 reporter inhibitors, primary screen, A673 cells, NR0B1 luciferase, luminescence, MLPCN library. AID 651661, 2012. inhibition, % at 12.6 µM. viability-normalised. 350,000 compounds, 0.67% hits;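 active means mean inhibition of at least 50% after viability correction, with every replicate also passing that limit; inconclusive means mean reaches 50% but only one of two replicates passes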;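 further: firefly luciferase signal divided by Alamar Blue viability fluorescence both relative to DMSO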
# * = called active by the depositor; u = inconclusive; x = no result given; [ ] = dose if it differs, or a comment.
SMILES,DENV2 CPE rescue,GSIS activator,FN deposition inh,F508del corr,miR-122 sensor,PAX8 reporter,EWS-Fli inh
CCOC(=O)CC(NS(=O)(=O)c1ccc(OC)c(OC)c1)c1cccc([N+](=O)[O-])c1 (stereo not drawn),12,x,-1,x,1,-25,2
O=C(N/N=C/c1ccoc1)c1ccccc1,8,7,x,-4.5,x,-38,x
COc1cccc(NC(=S)N(CCCN2CCOCC2)C(C)c2cc3cccc(OC)c3o2)c1 (stereo not drawn),3,-16,3,0.6,0,4,6
CC(C)CC1(C)N=C(c2ccccc2)C(=S)N1 (stereo not drawn),-5,x,-1,2.6,14,-2,-3
Cc1ccc(C(C(=O)NC2CCCCC2)N(Cc2cccnc2)C(=O)c2csnn2)cc1 (stereo not drawn),-4,2,1,-0.3,-3,3,-1
COC(=O)C[C@@H]1CC[C@@H]2[C@H](COc3ccc(NC(=O)c4ccc(F)c(F)c4)cc3C(=O)N2C)O1,u,-3,17,3.4,-42[16.7 µM],-4,72*
CC1=Nc2cc(C(=O)N3CCCCC3)ccc2Sc2ccc(C)cc21,0,8,7,-0.2,3,-5,x
CC(OC(=O)C1=NNC(=O)CC1)C(=O)Nc1ncc(Cl)cc1Cl (stereo not drawn),13,0,17,-0.1,x,-1,2
CC=Cc1ccc2n(c1=O)C[C@@H]1[C@@H](CO)[C@H](C(=O)NC3CCC3)[C@H]2N1Cc1ccncc1 (mixture of isomers),u,10,3,0.5,x,x,-1
CC1CCc2sc(C(=O)N/N=C/c3ccc([N+](=O)[O-])cc3)cc2C1 (stereo not drawn),x,5,2,x,-1,-22,x
COc1ccc(C(=O)NC(=S)NNC(=O)c2ccccc2C)cc1,1,x,6,1.9,7,1,10
C[C@@H]1CN([C@@H](C)CO)C(=O)c2cccc(NC(=O)Nc3ccc(F)cc3)c2O[C@@H]1CN(C)S(=O)(=O)c1ccc(F)cc1,-8,-6,x,3.6,-6[16.7 µM],x,-1
CS(=O)(=O)N1CC(=O)N2[C@@H](CO)[C@H](c3ccc(C#CCc4ccccc4)cc3)[C@@H]2C1,-13,-6,x,2.7,x,-21,0
O=C(NCc1cccc(Cl)c1)c1ccncc1,u,14,4,-0.7,-6,8,x
O=C(O)CC1S/C(=N\N=C/c2ccccc2O)N(c2ccc(O)cc2)C1=O (stereo not drawn),-3,8,-1,-1.3,0,5,1
Cc1nn(-c2ncc(C(F)(F)F)cc2Cl)c(=O)n1-c1c(F)cccc1F,8,-4,-3,2.2,x,0,5
C[C@H](CO)N1C[C@H](C)[C@@H](CN(C)S(=O)(=O)c2ccc(F)cc2)Oc2ncc(C#CC3CCCCC3)cc2C1=O,-1,-15,0,-0.1,-2[16.7 µM],x,18
CC(C)c1ccc(/C=C/C(=O)NCCCc2ccccc2)cc1,x,-11,10,x,-1,-5,x
Cc1ccccc1S(=O)(=O)N1C(c2ccc(Cl)cc2)CC=C(C(=O)O)C1c1cccc(Cl)c1 (stereo not drawn),67*,x,3,-1.4,x,1,-9
C[C@@H]1CN([C@H](C)CO)C(=O)Cc2cc(NS(=O)(=O)c3ccc(Cl)cc3)ccc2O[C@H]1CN(C)S(=O)(=O)c1cn(C)cn1,8,7,x,-0.3,8[16.7 µM],x,-8
O=C(CNC(=O)c1ccccc1)OCCCOC(=O)CNC(=O)c1ccccc1,-1,23,1,-1.1,-3,2,-3
CCc1ccc(NC(=O)c2ccnc(C(C)(C)C)c2)cc1,x,-4,-4,x,-4,x,x
CC1CCCCC1NC(=O)COC(=O)c1ccc2ncsc2c1 (stereo not drawn),5,2,8,-2.3,x,-1,-13
CCC(C)c1ccccc1OCCCNC1CCCC1 (stereo not drawn),3,-10,7,0.1,x,38,24
CCNC(=O)C[C@@H]1CC[C@H](NS(=O)(=O)c2ccc(C)cc2)[C@@H](CO)O1,-7,2,x,1.6,x,-25,4
COc1ccc(/C=C/c2nnc(NC(=O)C(C)C)s2)cc1,u,5,-6,-3.1,x,-47,-7
Cc1ccc(Nc2nc3ccccc3n3cnnc23)cc1C,-3,8,-2,5.1,-2,-52,-44
O=c1c(OC2OC(CO)C(O)C(O)C2O)c(-c2ccc(O)c(O)c2)oc2cc(O)cc(O)c12 (stereo not drawn),x,-3,-1,-0.8,-10,14,-1
O=C(c1cc(-c2ccccc2)on1)N1CCN(Cc2ccc3c(c2)OCO3)CC1,9,-15,x,1.9,-6,x,-7
C[C@@H]1CCCCO[C@H](CN(C)S(=O)(=O)c2cccs2)[C@@H](C)CN([C@H](C)CO)C(=O)c2cc(NC(=O)Nc3cccc4ccccc34)ccc2O1,-1,9,x,-0.3,-2[16.7 µM],14,-11
CN(C)c1nc(N)nc(CSc2nnnn2-c2ccccc2)n1,x,72,9,x,-14,x,x
Cc1ccc([N+](=O)[O-])cc1NC(=O)CSc1nncn1-c1ccccn1,0,2,1,-1.5,4,7,14
O=C(Nc1ccc(C2SCCS2)cc1)c1ccccc1,10,0,-5,-1.8,0,-155,-109
COc1cccc(CNC(=O)C2CCCN(S(=O)(=O)c3c(C)noc3/C=C/N(C)C)C2)c1 (stereo not drawn),4,-12,2,0.8,-4,-9,10
COc1cc(NC(=O)c2cc3c(=O)n(C)c4ccccc4c3n2C)cc(OC)c1OC,-3,9,10,2.2,0,15,0
COc1ccc(C(=O)[C@H]2[C@H]3C(=O)N(c4ccccc4)C(=O)[C@H]3C3C=CC=NN32)cc1 (stereo partly drawn),-7,x,1,-1.4,-2,26,2
COc1ccc2c(-c3ccccc3)cc(SCC(=O)N(C)C3CCS(=O)(=O)C3)nc2c1 (stereo not drawn),2,13,-8,0.3,x,-7,3
Cc1nc2c(Cl)cccc2[nH]1,x,x,5,x,-5,2,x
CCCNC(=O)C[C@@H]1CC[C@H]2[C@@H](COc3ccc(NC(=O)c4cc(F)cc(F)c4)cc3C(=O)N2C)O1,-2,-5,-6,1.1,-27[16.7 µM],-5,0
FC(F)(F)c1ccc(C2[C@H]3CN(Cc4ccc(-c5ccccc5)cc4)[C@H](c4ccccc4)C34CC2(c2ccccc2)C4)cc1 (stereo partly drawn),-4,3,1,-1.7,x,-13,6
CC1(C)Nc2ccccc2C(=O)N1c1ccc(Br)cc1,-3,x,2,-0.1,x,-92,-61
Nc1ncc(S(=O)(=O)c2ccc([N+](=O)[O-])cc2)s1,8,-8,5,-0.5,-2,22,3
O=c1c2ccccc2sc2ccc(Cl)cc12,0,0,-3,x,x,-17,-33
COc1ccc(C(=O)Cc2ccc(F)cc2)c(OC)c1,-2,3,4,x,-17,-155,-66
CCC(CO)Oc1cc(NC(=O)c2ccc(C)cc2)c2ncn(C(C)C)c2c1 (stereo not drawn),-9,0,0,-2.2,-2,-8,-11

# Entries of single compounds, looked up by structure. Values in the order: DENV2 CPE rescue, GSIS activator, FN deposition inh, F508del corr, miR-122 sensor, PAX8 reporter, EWS-Fli inh
# COc1cccc(CNC(=O)C2CCCN(S(=O)(=O)c3c(C)noc3/C=C/N(C)C)C2)c1 (stereo not drawn) as listed: 4, -12, 2, 0.8, -4, -9, 10
# Cc1ccc([N+](=O)[O-])cc1NC(=O)CSc1nncn1-c1ccccn1 as listed: 0, 2, 1, -1.5, 4, 7, 14
# CN(C)c1nc(N)nc(CSc2nnnn2-c2ccccc2)n1 as listed: x, 72, 9, x, -14, x, x
# FC(F)(F)c1ccc(C2[C@H]3CN(Cc4ccc(-c5ccccc5)cc4)[C@H](c4ccccc4)C34CC2(c2ccccc2)C4)cc1 (stereo partly drawn) as listed: -4, 3, 1, -1.7, x, -13, 6
# CCC(CO)Oc1cc(NC(=O)c2ccc(C)cc2)c2ncn(C(C)C)c2c1 (stereo not drawn) as listed: -9, 0, 0, -2.2, -2, -8, -11

# Continued.
SMILES,DENV2 CPE rescue,GSIS activator,FN deposition inh,F508del corr,miR-122 sensor,PAX8 reporter,EWS-Fli inh
C[C@@H]1CCCCO[C@@H](CN(C)CC2CCCCC2)[C@@H](C)CN([C@H](C)CO)C(=O)c2cc(NS(=O)(=O)c3cn(C)cn3)ccc2O1,-3,11,x,-1.2,8[16.7 µM],-15,-3
CC1CN(Cc2ccccc2)C(=S)N(c2ccccc2)C1=O (stereo not drawn),-7,14,0,2.4,31,-7,2
O=C(Nc1cccc2ccccc12)N(CCO)C1CCS(=O)(=O)C1 (stereo not drawn),3,-4,9,-0.4,3,-1,19
CCn1cc([N+](=O)[O-])c(C(=O)N2N=C(c3ccc(Cl)c(Cl)c3)CC2c2ccccc2O)n1 (stereo not drawn),-7,-3,x,x,6,34,8
C[C@@H]1CN([C@@H](C)CO)C(=O)Cc2cc(NS(=O)(=O)c3ccc(Cl)cc3)ccc2O[C@H]1CN(C)Cc1ccc2c(c1)OCO2,-9,-21,x,-1.3,-2[16.7 µM],38,-1
COc1ccc(NC(=O)Nc2cccc3c2O[C@@H](CN(C)S(=O)(=O)c2ccc(Cl)cc2)[C@H](C)CN([C@@H](C)CO)C3=O)cc1,5,55,x,-3.7,3[16.7 µM],4,-4
Cc1cccc(CS(=O)(=O)Cc2ccc(C(=O)NCc3ccccc3)o2)c1,0,0,2,-0.8,-2,8,6
CCOC(=O)C1CCCN(C(=O)c2ccc(Cn3c(=S)[nH]c4cc(C(=O)OC)ccc4c3=O)cc2)C1 (stereo not drawn),-4,5,-3,-0.5,-2,-4,13
O=C(N/N=C/c1cc([N+](=O)[O-])ccc1O)c1cccc2ccccc12,18,18,11,2.6,-4,69*,24
Cc1cccc(C)c1NC(=O)C1(N(Cc2ccco2)C(=O)CC2NC(=O)NC2=O)CCCCC1 (stereo not drawn),x,-10,1,x,0,5,x
O=C1c2ccccc2S(=O)(=O)c2cc(C(=O)N3CCC(C(=O)N4CCCCC4)CC3)ccc21,-3,-24,-6,-2.9,x,18,15
C[C@@H]1CN([C@H](C)CO)C(=O)c2cc(C#Cc3ccccc3)cnc2O[C@H]1CN(C)C(=O)CN(C)C,u,7,12,0.4,-8[16.7 µM],x,3
COc1cccc(NC(=O)N(C)C[C@@H]2Oc3cc(-c4ccccc4OC)ccc3S(=O)(=O)N([C@H](C)CO)C[C@@H]2C)c1,7,-13,x,-4.0,-11[16.7 µM],38,-5
C[C@H](CO)N1C[C@H](C)[C@@H](CN(C)C(=O)NC2CCCCC2)Oc2cc(C#Cc3ccc(F)cc3)ccc2S1(=O)=O,u,-10,-20,8.5*,3[16.7 µM],82*,6

# Part of the list above in order of length of the SMILES, ascending.
SMILES,DENV2 CPE rescue,GSIS activator,FN deposition inh,F508del corr,miR-122 sensor,PAX8 reporter,EWS-Fli inh
Nc1ncc(S(=O)(=O)c2ccc([N+](=O)[O-])cc2)s1,8,-8,5,-0.5,-2,22,3
O=C1c2ccccc2S(=O)(=O)c2cc(C(=O)N3CCC(C(=O)N4CCCCC4)CC3)ccc21,-3,-24,-6,-2.9,x,18,15
CCn1cc([N+](=O)[O-])c(C(=O)N2N=C(c3ccc(Cl)c(Cl)c3)CC2c2ccccc2O)n1 (stereo not drawn),-7,-3,x,x,6,34,8
